High-throughput results: PubChem BioAssay, The Scripps Research Institute Molecular Screening Center
PAFAH1B3 inh – inhibitors of human PAFAH1B3 | 0.28% of 340,000 active | AID 492972 | inhibition, % at 3.39 µM | recombinant PAFAH1B3, FP-rhodamine probe, fluorescence polarization | Q15102;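 active = inhibition above the screen-wide average of all tested compounds plus 3 SD, cut at about 25% in these data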;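 also: 0% = enzyme with DMSO only and 100% = wells lacking PAFAH1B3 protein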
Target sequence (Q15102 whole entry, looked up): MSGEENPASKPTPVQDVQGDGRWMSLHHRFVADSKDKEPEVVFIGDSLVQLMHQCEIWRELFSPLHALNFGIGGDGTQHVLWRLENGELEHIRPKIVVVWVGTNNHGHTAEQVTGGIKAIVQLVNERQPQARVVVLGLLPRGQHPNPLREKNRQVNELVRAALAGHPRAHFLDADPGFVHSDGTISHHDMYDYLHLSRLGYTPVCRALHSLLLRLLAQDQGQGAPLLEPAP
PREPL inhibitor – human PREPL enzyme inhibition. Q4J6C6. recombinant PREPL, fluorescence polarization activity-based probe. 0.68% of 320,000 active. inhibition, % at 5.96 µM; in the data active = inhibition above about 43%;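 also: 0% = enzyme with DMSO and 100% = wells lacking enzyme; many of its hits are not listed in these tables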
PAD4 FP inh – PAD4 (human) enzyme inhibition. inhibition, % at 6.36 µM. 0.41% of 330,000 active. recombinant PAD4, RCA probe fluorescence polarization;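 active = percent inhibition above a cutoff equal to the mean of all tested compounds plus 3 SD, cut at about 15% in these data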;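 also: 0% = PAD4 with RCA probe and DMSO and 100% = probe without PAD4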
Target sequence (Q9UM07 whole entry, looked up): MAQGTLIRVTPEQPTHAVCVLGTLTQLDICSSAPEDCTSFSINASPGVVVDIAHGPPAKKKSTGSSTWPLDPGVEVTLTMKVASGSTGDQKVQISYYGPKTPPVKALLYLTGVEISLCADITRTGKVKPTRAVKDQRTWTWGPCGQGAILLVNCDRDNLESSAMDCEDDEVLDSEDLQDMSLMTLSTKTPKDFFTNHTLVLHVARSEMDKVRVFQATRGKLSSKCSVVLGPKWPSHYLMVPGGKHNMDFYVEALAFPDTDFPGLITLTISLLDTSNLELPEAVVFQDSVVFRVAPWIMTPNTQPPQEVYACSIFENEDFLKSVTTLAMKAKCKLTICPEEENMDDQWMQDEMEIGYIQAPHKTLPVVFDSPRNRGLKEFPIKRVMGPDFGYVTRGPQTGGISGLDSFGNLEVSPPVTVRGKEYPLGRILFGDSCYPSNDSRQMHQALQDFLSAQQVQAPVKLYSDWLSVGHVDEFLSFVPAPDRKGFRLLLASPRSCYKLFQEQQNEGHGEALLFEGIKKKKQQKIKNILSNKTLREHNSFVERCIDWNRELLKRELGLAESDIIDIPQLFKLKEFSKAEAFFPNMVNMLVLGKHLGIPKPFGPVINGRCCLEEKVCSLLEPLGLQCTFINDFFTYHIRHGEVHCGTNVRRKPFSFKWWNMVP
pPAFAH inh – inhibitors of human plasma PAF acetylhydrolase (pPAFAH). inhibition, % at 3.39 µM. Q13093. 1.5% of 330,000 active. AID 463082. recombinant pPAFAH, FP-rhodamine probe fluorescence polarization;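 active = inhibition above the mean inhibition across the screen plus 3 SD, cut at about 25% in these data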;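 also: inhibitors block binding of the rhodamine activity-based probe so polarization drops; 0% = enzyme with DMSO and 100% = wells lacking pPAFAH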
LYPLA2 counter – counter-screen for PME1 inhibitors: inhibitors of human LYPLA2; O95372; recombinant LYPLA2, FP-Rh probe fluorescence polarization; inhibition, % at 5.9 µM; 0.38% of 320,000 active;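 active = inhibition above the screen-wide mean plus 3 SD, limit set per campaign, cut at about 26% in these data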;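 also: 0% = LYPLA2 with DMSO and 100% = wells lacking LYPLA2 enzyme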
GSTO1 inh – blocks human GSTO1 in RBBP9 counter-screen | recombinant GSTO1, activity-based probe fluorescence polarization | inhibition, % at 5.96 µM | 1.1% of 300,000 active | AID 1974;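 active = inhibition above the campaign mean inhibition plus 3 SD, cut at about 35% in these data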;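 also: 0% = GSTO1-1 with DMSO and 100% = wells lacking GSTO1-1 enzyme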
LYPLA1 counter – counter-screen for PME1 inhibitors: inhibitors of human LYPLA1; recombinant LYPLA1, FP-Rh probe fluorescence polarization; O75608; 0.16% of 320,000 active; inhibition, % at 5.9 µM;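 active = inhibition above the mean of all tested compounds plus 3 SD, set per campaign, cut at about 14% in these data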;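 also: inhibitors block serine hydrolase probe labeling of LYPLA1 so polarization falls; 0% = enzyme with DMSO and 100% = wells lacking LYPLA1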
PAFAH1B2 FP inh – PAFAH1B2 (human) inhibition. 1.2% of 340,000 active. recombinant PAFAH1B2, FP-rhodamine activity probe, fluorescence polarization. inhibition, % at 3.39 µM. P68402. AID 492953;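 active = inhibition above the mean of all tested compounds plus 3 SD, cut at about 24% in these data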;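 also: 0% = enzyme with DMSO and 100% = wells lacking PAFAH1B2; many of its hits are not listed in these tables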
PME-1 primary – blocks human protein phosphatase methylesterase 1 | Q9Y570 | recombinant PME-1, FP-Rh probe fluorescence polarization | inhibition, % at 5.9 µM | 0.53% of 320,000 active | AID 2130;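 active = inhibition above the campaign mean of all compounds plus 3 SD, cut at about 26% in these data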;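 also: competitive labeling of PME-1 active site by serine hydrolase directed probe; 0% = PME-1 with DMSO and 100% = wells lacking PME-1 enzyme; inhibitors block probe labeling so polarization falls and inhibition rises; many of its hits are not listed in these tables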
* = called active by the depositor; / = not tested or not shown.

1: Cc1onc(-c2ccccc2)c1C(=O)NCCc1ccc(Cl)cc1
2: Cc1cccc(/C=C(\C(=O)C(=O)O)c2ccc3ccccc3n2)c1
3: O=C(CCN1C(=O)C2C3C=CC(C3)C2C1=O)NCc1cccnc1 (configuration not stated)
4: CC1CCCN(CCCNC(=O)c2cc3c(Cl)nc4ccccc4c3s2)C1 (configuration not stated)
5: COc1ccc(C(=S)N2CCCC2)cc1C
6: CCN(CC(=O)NC(=O)NCc1ccccc1)Cc1ccccc1
Assay by compound	1	2	3	4	5	6
PAFAH1B3 inh	5	9	7	-3	2	15
PREPL inhibitor	-1	-2	2	-22	5	-5
PAD4 FP inh	-3	-2	0	-4	0	0
pPAFAH inh	3	1	-11	-1	3	-2
LYPLA2 counter	-2	2	-8	1	-2	2
GSTO1 inh	7	6	-2	2	-8	6
LYPLA1 counter	-1	4	-4	-3	4	-2
PAFAH1B2 FP inh	15	8	5	0	-1	6
PME-1 primary	4	-1	4	-9	3	-3

4 entries from above, as labelled records.
1) Cc1onc(-c2ccccc2)c1C(=O)NCCc1ccc(Cl)cc1
  PAFAH1B3 inh: 5
  PREPL inhibitor: -1
  PAD4 FP inh: -3
  pPAFAH inh: 3
  LYPLA2 counter: -2
  GSTO1 inh: 7
  LYPLA1 counter: -1
  PAFAH1B2 FP inh: 15
  PME-1 primary: 4

2) Cc1cccc(/C=C(\C(=O)C(=O)O)c2ccc3ccccc3n2)c1
  PAFAH1B3 inh: 9
  PREPL inhibitor: -2
  PAD4 FP inh: -2
  pPAFAH inh: 1
  LYPLA2 counter: 2
  GSTO1 inh: 6
  LYPLA1 counter: 4
  PAFAH1B2 FP inh: 8
  PME-1 primary: -1

3) O=C(CCN1C(=O)C2C3C=CC(C3)C2C1=O)NCc1cccnc1 (configuration not stated)
  PAFAH1B3 inh: 7
  PREPL inhibitor: 2
  PAD4 FP inh: 0
  pPAFAH inh: -11
  LYPLA2 counter: -8
  GSTO1 inh: -2
  LYPLA1 counter: -4
  PAFAH1B2 FP inh: 5
  PME-1 primary: 4

4) CC1CCCN(CCCNC(=O)c2cc3c(Cl)nc4ccccc4c3s2)C1 (configuration not stated)
  PAFAH1B3 inh: -3
  PREPL inhibitor: -22
  PAD4 FP inh: -4
  pPAFAH inh: -1
  LYPLA2 counter: 1
  GSTO1 inh: 2
  LYPLA1 counter: -3
  PAFAH1B2 FP inh: 0
  PME-1 primary: -9

Next structures
7: Cc1ccc(C(=O)NCC(=O)N2CCCCCCC2)cc1C
8: CCCCn1c(N)c(N(CCOC)C(=O)CSc2n[nH]c(-c3ccc(OC)cc3)n2)c(=O)[nH]c1=O
9: CC1CCN(c2ccccc2NC(=O)c2ccc(F)cc2)CC1
10: O=C(CSC(=S)N1CCOCC1)Nc1ncc2c(n1)CCCC2=O
11: O=c1c(/C=C(\O)c2ccccc2)nc2ccccc2n1-c1ccccc1
12: Nn1c(Cc2ccccc2)nc2sc3c(c2c1=O)CCC3
Assay by compound	7	8	9	10	11	12
PAFAH1B3 inh	2	1	1	7	-3	4
PREPL inhibitor	6	3	0	4	3	5
PAD4 FP inh	-1	-3	-3	-1	-4	2
pPAFAH inh	-2	6	1	5	1	4
LYPLA2 counter	0	0	3	5	-11	-2
GSTO1 inh	/	-2	5	2	-4	15
LYPLA1 counter	-3	1	3	-1	-4	0
PAFAH1B2 FP inh	16	7	5	4	-6	2
PME-1 primary	1	0	-2	-2	0	-1

13: COC(=O)/C=C/c1ccc(-n2ccnc2)cc1
14: O=C(CSc1nnc(-c2ccc(O)cc2)n1Cc1ccco1)c1cccs1
15: CC(N)C12CC3CC(CC(O)(C3)C1)C2 (configuration not stated)
16: CC(c1ccon1)N(C)C(=O)c1ccc(OC2CCN(C(=O)C3CC3)CC2)cc1 (configuration not stated)
17: Cc1cc(C(=O)N2CCCC(N3CCN(c4cccc(Cl)c4)CC3)C2)no1 (configuration not stated)
18: C#CCn1c(=NC(=O)CN2C(=O)CCC2=O)sc2cccc(C)c21
Assay by compound	13	14	15	16	17	18
PAFAH1B3 inh	10	7	9	2	0	5
PREPL inhibitor	1	10	3	6	5	4
PAD4 FP inh	-1	-11	-5	-5	2	-1
pPAFAH inh	7	1	5	2	3	2
LYPLA2 counter	-5	2	-3	3	8	11
GSTO1 inh	4	3	5	10	6	4
LYPLA1 counter	1	-3	-1	0	2	5
PAFAH1B2 FP inh	2	3	0	0	2	0
PME-1 primary	-3	-7	-4	6	-3	1

19: COc1cccc(CN2CCNC(=O)C2CC(=O)NCCN2CCCCC2=O)c1 (configuration not stated)
20: Cc1ccc(/S(C)=N/S(=O)(=O)c2ccc(C)cc2)cc1 (configuration not stated)
21: CN(CC(=O)Nc1ccccc1Cl)C(=O)CCc1nc2ccccc2c(=O)[nH]1
22: COc1cccc(C(=O)N(c2ccccc2)C2C=CS(=O)(=O)C2)c1 (configuration not stated)
23: COc1cc2c(cc1OC)C(C)N(C(=O)CCNC(=O)c1ccccc1)CC2 (configuration not stated)
24: CCNC(=S)N1CCN(S(=O)(=O)c2cccc(C(F)(F)F)c2)CC1
Assay by compound	19	20	21	22	23	24
PAFAH1B3 inh	-5	1	6	4	2	7
PREPL inhibitor	2	10	9	-6	14	9
PAD4 FP inh	-1	-4	-3	2	-7	-5
pPAFAH inh	1	4	3	2	-2	2
LYPLA2 counter	2	1	3	2	3	0
GSTO1 inh	2	-6	4	3	-6	2
LYPLA1 counter	3	0	0	3	2	3
PAFAH1B2 FP inh	-1	3	-6	2	-3	7
PME-1 primary	-11	-3	1	-6	0	6

25: CSc1ncnc2c1ccn2CC(=O)Nc1ccc(C)c(C)c1
26: Cc1sc2nc(CN3CCOCC3)nc(Oc3ccc(NC(=O)c4ccco4)cc3)c2c1C
27: CCNc1nc(NCC)n2c(SCC(=O)Nc3cccc(Cl)c3)nnc2n1
28: COc1ccc(OC)c(C(=O)c2oc3ccccc3c2NC(C)=O)c1
29: O=C(Cn1c2ccccc2c2nc3n(c(=O)c21)CCS3)N1CCCC1
30: O=[N+]([O-])c1cccc(-c2ccc(C(=S)N3CCN(c4ccccc4)CC3)o2)c1
Assay by compound	25	26	27	28	29	30
PAFAH1B3 inh	9	16	9	-1	1	/
PREPL inhibitor	2	16	10	11	9	7
PAD4 FP inh	1	0	-8	4	1	3
pPAFAH inh	-2	-8	2	-5	2	5
LYPLA2 counter	5	-4	6	6	5	-4
GSTO1 inh	/	2	-1	6	2	6
LYPLA1 counter	4	-4	2	8	1	-7
PAFAH1B2 FP inh	-2	6	-6	-4	-1	/
PME-1 primary	-2	-2	-3	6	0	-2

31: COc1cc(/C=N/N(C)S(=O)(=O)c2ccc(C)cc2)cc([N+](=O)[O-])c1O
32: CSc1ccc(C2C(C#N)=C(N)N(c3ccccc3)C3=C2C(=O)CCC3)cc1 (configuration not stated)
33: CC(=O)Nc1ccc(S(=O)(=O)N2CCC(C(=O)c3ccc(Cl)cc3)CC2)cc1
34: CCOC(=O)C1(Cc2cccc(Cl)c2)CCCN(C(=O)c2ccnn2C)C1 (configuration not stated)
35: COc1ccc(NS(=O)(=O)c2cccc(C(=O)NCc3ccccn3)c2)cc1
36: Cn1cnnc1SCC(=O)c1ccco1
Assay by compound	31	32	33	34	35	36
PAFAH1B3 inh	3	-1	0	3	0	-1
PREPL inhibitor	22	7	-9	-4	-16	21
PAD4 FP inh	3	-1	-1	1	-1	2
pPAFAH inh	11	19	3	3	22	5
LYPLA2 counter	-1	18	4	2	3	-1
GSTO1 inh	32	9	1	1	1	-1
LYPLA1 counter	-1	6	-4	-1	1	-2
PAFAH1B2 FP inh	36*	3	5	-2	1	1
PME-1 primary	3	1	-1	0	-2	2

37: Cc1cc(/C=N/NC(=O)c2cc3ccccc3o2)c(C)n1C
38: CC1CCC/C(=N\NC(=S)NCc2ccccc2)C1 (configuration not stated)
39: C/C(=N\NC(=O)c1cccc(Br)c1)c1cccc(NC(=O)c2ccc(C)o2)c1
40: CN(C(=O)CN1CCCCCC1)c1c(N)n(Cc2ccccc2)c(=O)[nH]c1=O
41: c1ccc(-c2sc3ccccc3c2-c2ccc(OCCN3CCCCC3)cc2)cc1
42: O=C(COc1cccc(C(F)(F)F)c1)NNC(=O)c1ccc(=O)[nH]c1
Assay by compound	37	38	39	40	41	42
PAFAH1B3 inh	9	2	-1	6	4	10
PREPL inhibitor	26	-3	1	6	6	20
PAD4 FP inh	0	-1	-2	-4	3	3
pPAFAH inh	16	0	1	9	-2	-1
LYPLA2 counter	-7	4	-2	0	/	/
GSTO1 inh	16	-4	-3	/	/	/
LYPLA1 counter	-3	-1	0	-5	/	/
PAFAH1B2 FP inh	0	7	-7	2	6	5
PME-1 primary	-1	-1	-10	0	/	/

43: Cc1cc(C)c(S(=O)(=O)NCC2CCC(C(=O)NCc3ccccn3)CC2)c(C)c1 (configuration not stated)
44: O=C(NC1CCCCC1)c1noc2c1CCCCC2
45: CC1CCN(S(=O)(=O)c2cccc(C(=O)Oc3ccc([N+](=O)[O-])cc3)c2)CC1
46: Cc1ccc(-n2c(C)cc(C(=O)CSc3n[nH]c(N)n3)c2C)cc1
47: CNC(=O)c1ccsc1NC(=O)CN1C(=O)CCC1=O
48: CCCn1nnc(NC(=O)c2ccc(OC)cc2)n1
Assay by compound	43	44	45	46	47	48
PAFAH1B3 inh	5	0	2	3	-5	-2
PREPL inhibitor	12	14	2	-2	1	4
PAD4 FP inh	-11	4	-4	-1	7	1
pPAFAH inh	2	-2	3	12	1	4
LYPLA2 counter	12	1	-4	-4	2	10
GSTO1 inh	0	1	0	1	-3	1
LYPLA1 counter	1	0	0	2	-2	2
PAFAH1B2 FP inh	3	5	13	-1	-1	0
PME-1 primary	3	-5	-7	3	-4	2

49: CC(C)c1nnc(NC(=O)CCC(=O)NCc2ccccc2Cl)s1
50: COc1ccccc1NC(=O)CNC(=O)c1ccc(F)cc1
51: COCc1cc(C)n(CC(=O)Nc2ccccc2OC)c(=O)c1C#N
52: CCn1ncc(C2=NOC(C(=O)N3CCN(c4ccccc4)CC3)C2)c1C (configuration not stated)
53: CCN1CCN(c2ccc(S(=O)(=O)N3CCCCC3)cc2NC(=O)c2cccc(C(F)(F)F)c2)CC1
54: Cc1nc(CC(C)C)cc(C(=O)N2CCCC(Nc3ccc(C)c(C)c3)C2)n1 (configuration not stated)
Assay by compound	49	50	51	52	53	54
PAFAH1B3 inh	11	4	11	10	-3	5
PREPL inhibitor	-4	-8	-7	11	14	15
PAD4 FP inh	1	2	-1	-2	5	-1
pPAFAH inh	-2	1	0	0	7	4
LYPLA2 counter	7	-2	10	9	-2	2
GSTO1 inh	3	3	-3	9	-17	-2
LYPLA1 counter	-2	-4	2	1	-4	3
PAFAH1B2 FP inh	7	2	-2	1	2	8
PME-1 primary	-6	-2	8	2	2	0

Only part of the results is shown; rates above refer to the full screens.
